From PubChem BioAssay
PostGolgi yeast: phenotypic screen on post-Golgi transport, primary screen; inhibition, % at 10 µM; actives 0.9% (n = 98,000); post-Golgi transport phenotypic cell assay; in the data active means inhibition above about 30%;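 further: yeast cells grown in 1536-well plates; yeast grown about 18 h at 30C before absorbance read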
CYP2C19 act: human CYP2C19 activators, primary screen, biochemical, luminescence; 96,000 tested, under 10 active; recombinant CYP2C19, luciferin-H EGE luminescence; stronger effect = higher value; 0 = fully inhibited enzyme, 1 = untreated enzyme; activation factor at 5 µM; AID 1025, 2008; Cytochrome P450 2C19 (Homo sapiens), P33261;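 active means activation factor of at least 2 at 5 µM in the primary screen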;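 further: 0 = wells with 2.5 mM tranylcypromine and 1 = vehicle-only wells; values of inactives mirror those of a sister screen read the other way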
Target sequence (P33261 whole entry, looked up): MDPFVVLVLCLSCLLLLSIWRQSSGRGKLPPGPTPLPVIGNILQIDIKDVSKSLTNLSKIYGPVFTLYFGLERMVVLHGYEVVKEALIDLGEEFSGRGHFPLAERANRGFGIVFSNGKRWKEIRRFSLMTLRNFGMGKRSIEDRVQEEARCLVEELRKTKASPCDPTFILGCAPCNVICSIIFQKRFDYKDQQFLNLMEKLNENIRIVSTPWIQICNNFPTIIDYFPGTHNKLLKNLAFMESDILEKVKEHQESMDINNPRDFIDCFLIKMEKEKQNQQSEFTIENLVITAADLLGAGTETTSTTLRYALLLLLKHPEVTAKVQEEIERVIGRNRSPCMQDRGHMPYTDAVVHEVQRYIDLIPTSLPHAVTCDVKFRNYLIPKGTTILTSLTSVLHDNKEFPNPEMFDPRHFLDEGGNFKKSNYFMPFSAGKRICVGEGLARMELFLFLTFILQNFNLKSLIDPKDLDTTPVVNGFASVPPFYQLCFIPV
CYP2C19 inh: blockers of cytochrome P450 2C19 activity – biochemical, luminescence, ADME assay, primary screen; AID 778, 2007; CYP2C19 Supersomes, luciferin-H EGE luminescence, 30 min; inhibition, % at 5 µM; actives 21% (n = 96,000);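 active means CYP2C19 inhibition above a set limit at 5 µM in the primary screen, cut at about 50% in these data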;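 further: plate controls were negative control wells for no effect and 2.5 mM tranylcypromine positive control for full effect; values of inactives mirror those of a sister screen read the other way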
E coli WT exp: growth inhibitors of wild-type E. coli, primary screen, strain BW25113, expanded library, OD600 | OD600 absorbance | growth inhibition, % at 100 µM | actives 0.15% (n = 98,000) | AID 710, 2007;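 active means growth inhibition above about 50% at one test dose, limit read from the data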;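 further: growth measured after 20 h incubation at 37 °C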
CYP2C9 inhib: blockers of cytochrome P450 2C9 activity – biochemical, luminescence, ADME assay, primary screen; P11712; CYP2C9 Supersomes, luciferin-H conversion; inhibition, % at 5 µM; actives 20% (n = 96,000); AID 777, 2007;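 active means blocking of liver enzyme CYP2C9 beyond about 50% at 5 µM, limit read from the data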; further: values of inactives mirror those of a sister screen read the other way
Target sequence (P11712 whole entry, looked up): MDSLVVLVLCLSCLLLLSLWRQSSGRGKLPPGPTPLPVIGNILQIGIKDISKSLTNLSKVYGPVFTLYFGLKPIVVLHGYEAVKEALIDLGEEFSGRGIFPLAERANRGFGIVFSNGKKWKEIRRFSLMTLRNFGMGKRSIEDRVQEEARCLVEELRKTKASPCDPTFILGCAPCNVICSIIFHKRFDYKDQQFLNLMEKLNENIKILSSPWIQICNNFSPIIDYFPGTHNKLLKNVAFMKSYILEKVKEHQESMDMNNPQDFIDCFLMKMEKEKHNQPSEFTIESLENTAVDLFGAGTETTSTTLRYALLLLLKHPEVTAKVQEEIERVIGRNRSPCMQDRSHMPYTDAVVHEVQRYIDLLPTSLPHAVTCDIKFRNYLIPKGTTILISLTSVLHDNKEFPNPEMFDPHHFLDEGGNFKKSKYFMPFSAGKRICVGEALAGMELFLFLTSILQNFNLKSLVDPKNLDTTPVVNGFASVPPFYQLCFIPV
PTK2B oligo ant: antagonists of Pyk2 self-association, primary screen, Q293 cells, FERM NanoBiT luminescence, HTS; Protein-tyrosine kinase 2-beta (Homo sapiens), Q14289; stronger effect = lower value; z-score (the deposit names both 25 µM and 10 µM); actives 0.83% (n = 99,000);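 active means Z-score of -3 or lower, scaled per plate to the spread of control and sample wells; inactive means z-score above -3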;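 further: negative z-score means lost luminescence so less FERM oligomerization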
PLAP activator: PLAP enzyme activators, biochemical, luminescence, HTS. Alkaline phosphatase, placental type (Homo sapiens), P05187. purified PLAP enzyme, luminescent substrate read-out; stronger effect = higher value. activation fold at 20 µM. actives 1.2% (n = 96,000); in the data active means activation fold above about 2
CYP2C9 activ: human CYP2C9 activators, primary screen, biochemical, luminescence; Cytochrome P450 2C9 (Homo sapiens), P11712; recombinant CYP2C9, luciferin-H conversion; stronger effect = higher value; factor 1 = untreated enzyme, 0 = blocked; activation factor at 5 µM; actives 1.4% (n = 96,000); AID 1024, 2008;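 active means activation factor of 2 or more for CYP2C9 at a 5 µM dose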;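 further: 0 = sulfaphenazole-blocked wells and 1 = vehicle-only wells; values of inactives mirror those of a sister screen read the other way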
EphB4 ephrin blk: EphB4-ephrin-B2 interaction antagonists, primary screen, biochemical, TNYL-RAW peptide probe, fluorescence polarization | Ephrin type-B receptor 4 (Homo sapiens), P54760 | EphB4 LBD / TNYL-RAW-Alexa532 peptide | inhibition, % at 7 µM | actives 0.15% (n = 97,000) | AID 720, 2007;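 active means inhibition above the screen-wide mean inhibition plus 3 SD, cut at about 15% in these data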;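 further: 0% = DMSO wells and 100% = excess unlabeled TNYL-RAW peptide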
Numbers without * were called inactive.

How did Cc1ccc(-n2ncc(-c3nnc(SCC(=O)NC4CCCC4)o3)c2N)cc1C do in these assays?
PostGolgi yeast: -1.3; CYP2C19 act: 0.9; CYP2C19 inh: 11.9; E coli WT exp: -1.0; CYP2C9 inhib: 39.9; PTK2B oligo ant: -0.02; PLAP activator: 1; CYP2C9 activ: 0.6

Results for Cn1c(=O)n(-c2cccc(Cl)c2)c(=O)n1C ?
PostGolgi yeast: 0.0; CYP2C19 act: 1; CYP2C19 inh: -3.2; E coli WT exp: -1.0; CYP2C9 inhib: -9.8; PTK2B oligo ant: 0.18; PLAP activator: 0.9; CYP2C9 activ: 1.1; EphB4 ephrin blk: 4.7

What do the screens show for `COc1ccc2[nH]c(C)c(CCN3C(=O)C4CC=CCC4C3=O)c2c1` (stereo not drawn)?
PostGolgi yeast: 0.7; CYP2C19 act: 0; CYP2C19 inh: 97.2*; E coli WT exp: -3.0; CYP2C9 inhib: 57.8*; PLAP activator: 1.5; CYP2C9 activ: 0.4; EphB4 ephrin blk: 4.4

How did Cc1nnsc1NC(=O)OCc1ccc(Cl)cc1Cl do in these assays?
PostGolgi yeast: 20.5; CYP2C19 act: 0.3; CYP2C19 inh: 71.3*; E coli WT exp: 3.0; CYP2C9 inhib: 43.5; PTK2B oligo ant: -1.49; PLAP activator: 1.1; CYP2C9 activ: 0.6; EphB4 ephrin blk: -3.1

Results for O=C(Nc1ccc(-c2cn3ccsc3n2)cc1)C1CC1 ?
PostGolgi yeast: -7.2; CYP2C19 act: 1; CYP2C19 inh: -3.0; E coli WT exp: 2.0; CYP2C9 inhib: -42.8; PTK2B oligo ant: -1.67; PLAP activator: 0.9; CYP2C9 activ: 1.4; EphB4 ephrin blk: -6.5

How did COc1ccc(NC(=O)Nc2ccc(N3CCCC3=O)cc2)cc1OC do in these assays?
PostGolgi yeast: 5.2; CYP2C19 act: 1.1; CYP2C19 inh: -7.1; E coli WT exp: -5.0; CYP2C9 inhib: -4.5; PTK2B oligo ant: 1.42; PLAP activator: 0.8; CYP2C9 activ: 1

How did CC(C)(C)c1[nH]c2ccccc2c1/C=N/O do in these assays?
PostGolgi yeast: -8.4; CYP2C19 act: 0.9; CYP2C19 inh: 7.1; E coli WT exp: -5.0; CYP2C9 inhib: 2.2; PTK2B oligo ant: 0.46; PLAP activator: 1.1; CYP2C9 activ: 1; EphB4 ephrin blk: -5.6

How did COC(=O)c1cn(NC(=O)c2cc(OC)c(OC)c(OC)c2)c(=O)c2ccccc12 do in these assays?
PostGolgi yeast: -9.4; CYP2C19 act: 0.9; CYP2C19 inh: 5.1; E coli WT exp: 0.0; CYP2C9 inhib: 8.1; PTK2B oligo ant: 0.08; PLAP activator: 1; CYP2C9 activ: 0.9; EphB4 ephrin blk: -1.5

Results for CCC/C(O)=C1\C(=O)CCCC1=NCCCCCC(=O)O ?
PostGolgi yeast: 8.0; CYP2C19 act: 1; CYP2C19 inh: -1.9; E coli WT exp: 1.0; CYP2C9 inhib: -0.4; PTK2B oligo ant: 0.21; PLAP activator: 1; CYP2C9 activ: 1; EphB4 ephrin blk: 6.2

How did COc1ccc(C(=O)c2c[nH]c(C(=O)NCc3ccco3)c2)cc1 do in these assays?
PostGolgi yeast: 2.6; CYP2C19 act: 0.8; CYP2C19 inh: 19.9; E coli WT exp: -1.0; CYP2C9 inhib: 12.3; PTK2B oligo ant: 0.11; PLAP activator: 1.1; CYP2C9 activ: 0.9; EphB4 ephrin blk: -6.6

What do the screens show for `O=C(NCCN1CCOCC1)c1cc(-c2ccc(Cl)cc2)on1`?
PostGolgi yeast: 2.8; CYP2C19 act: 1; CYP2C19 inh: 4.9; E coli WT exp: 5.0; CYP2C9 inhib: 27.5; PTK2B oligo ant: -0.3; PLAP activator: 1.1; CYP2C9 activ: 0.7; EphB4 ephrin blk: 2.4

Results for N#CC1=C(N)Oc2c(ccc3ccccc23)C1c1cccs1 (stereo not drawn) ?
PostGolgi yeast: 0.8; CYP2C19 act: 0.5; CYP2C19 inh: 46.1; E coli WT exp: -1.0; CYP2C9 inhib: 54.1*; PLAP activator: 1.1; CYP2C9 activ: 0.5; EphB4 ephrin blk: -3.3

Results for Brc1ccc(Oc2nsnc2N2CCOCC2)cc1 ?
PostGolgi yeast: 0.2; CYP2C19 act: 0.1; CYP2C19 inh: 89.3*; E coli WT exp: 3.0; CYP2C9 inhib: 24.3; PTK2B oligo ant: 0.71; PLAP activator: 1.3; CYP2C9 activ: 0.8; EphB4 ephrin blk: 0.7

How did CC(=O)c1c(OC(=O)c2ccccc2)c2ccccc2n1C do in these assays?
PostGolgi yeast: 14.9; CYP2C19 act: 0.7; CYP2C19 inh: 33.2; E coli WT exp: -5.0; CYP2C9 inhib: 3.0; PTK2B oligo ant: 0.47; PLAP activator: 1.1; CYP2C9 activ: 1; EphB4 ephrin blk: 1.5

How did Cn1cccc1-c1nc2ccc(NC(=O)c3cccs3)cc2[nH]1 do in these assays?
PostGolgi yeast: -7.8; CYP2C19 act: 0.3; CYP2C19 inh: 72.8*; E coli WT exp: 0.0; CYP2C9 inhib: 78.5*; PTK2B oligo ant: -0.11; PLAP activator: 0.9; CYP2C9 activ: 0.2; EphB4 ephrin blk: 5.1

How did Cc1cc(C)nc(NC(=O)CSc2nnnn2-c2ccccc2)n1 do in these assays?
PostGolgi yeast: 4.7; CYP2C19 act: 0.5; CYP2C19 inh: 51.6*; E coli WT exp: 5.0; CYP2C9 inhib: -45.3; PTK2B oligo ant: 1.82; PLAP activator: 0.8; CYP2C9 activ: 1.5; EphB4 ephrin blk: -2.7

What do the screens show for `O=C(O)CCCC(=O)Nc1ccccc1-n1ccnc1`?
PostGolgi yeast: -0.3; CYP2C19 act: 1; CYP2C19 inh: -4.7; E coli WT exp: -6.0; CYP2C9 inhib: 0.8; PTK2B oligo ant: 0.09; PLAP activator: 1.3; CYP2C9 activ: 1; EphB4 ephrin blk: 14.7

Results for C(=C\c1ccccc1)/CSc1nnc(-c2cccnc2)o1 ?
PostGolgi yeast: -9.0; CYP2C19 act: 0.4; CYP2C19 inh: 55.4*; E coli WT exp: 5.0; CYP2C9 inhib: 15.6; PTK2B oligo ant: 0.17; PLAP activator: 0.9; CYP2C9 activ: 0.8; EphB4 ephrin blk: 13.8

How did Cc1cc(S(=O)(=O)N2CCN(c3ccc(F)cc3)CC2)c(C)s1 do in these assays?
PostGolgi yeast: -4.7; CYP2C19 act: 0.7; CYP2C19 inh: 28.6; E coli WT exp: 2.0; CYP2C9 inhib: 40.8; PLAP activator: 0.7; CYP2C9 activ: 0.6; EphB4 ephrin blk: 2.6

What do the screens show for `CC1CCc2nn(CC(=O)NCc3ccco3)cc2C1` (stereo not drawn)?
PostGolgi yeast: 2.0; CYP2C19 act: 0.9; CYP2C19 inh: 7.9; E coli WT exp: -1.0; CYP2C9 inhib: 4.8; PLAP activator: 0.9; CYP2C9 activ: 1

Looked up by structure from the list above:
Results for N#CC1=C(N)Oc2c(ccc3ccccc23)C1c1cccs1 (stereo not drawn) ?
PostGolgi yeast: 0.8; CYP2C19 act: 0.5; CYP2C19 inh: 46.1; E coli WT exp: -1.0; CYP2C9 inhib: 54.1*; PLAP activator: 1.1; CYP2C9 activ: 0.5; EphB4 ephrin blk: -3.3

Results for Brc1ccc(Oc2nsnc2N2CCOCC2)cc1 ?
PostGolgi yeast: 0.2; CYP2C19 act: 0.1; CYP2C19 inh: 89.3*; E coli WT exp: 3.0; CYP2C9 inhib: 24.3; PTK2B oligo ant: 0.71; PLAP activator: 1.3; CYP2C9 activ: 0.8; EphB4 ephrin blk: 0.7

Next section
Results for CCCC(=O)Nc1ccc(NC(=O)Cc2ccccc2)cn1 ?
PostGolgi yeast: -2.5; CYP2C19 act: 1; CYP2C19 inh: -4.4; E coli WT exp: 4.0; CYP2C9 inhib: 7.9; PTK2B oligo ant: -0.03; PLAP activator: 1.1; CYP2C9 activ: 0.9; EphB4 ephrin blk: -0.6

Results for COc1cc(CNn2c(C)n[nH]c2=S)cc(Cl)c1OCc1ccc(F)cc1 ?
PostGolgi yeast: -8.1; CYP2C19 act: 0.9; CYP2C19 inh: 11.8; E coli WT exp: 1.0; CYP2C9 inhib: 6.5; PTK2B oligo ant: -0.89; PLAP activator: 1.4; CYP2C9 activ: 0.9; EphB4 ephrin blk: -3.0

What do the screens show for `Cn1cc(CC(=O)N2CCN(c3ccccc3F)CC2)c2ccccc21`?
PostGolgi yeast: -2.8; CYP2C19 act: 0; CYP2C19 inh: 99.6*; E coli WT exp: 2.0; CYP2C9 inhib: -64.6; PLAP activator: 1.6; CYP2C9 activ: 1.6; EphB4 ephrin blk: -7.1

How did CC12COC3(C(=O)Nc4ccc(Cl)cn4)CC1CCC32C (stereo not drawn) do in these assays?
PostGolgi yeast: -2.3; CYP2C19 act: 0.8; CYP2C19 inh: 16.5; E coli WT exp: 2.0; CYP2C9 inhib: 11.1; PTK2B oligo ant: 1.28; PLAP activator: 1.2; CYP2C9 activ: 0.9; EphB4 ephrin blk: -0.3

Results for CCOC(=O)CSc1nc2ccccc2c(=O)n1-c1ccc(C(=O)NCCOC)cc1 ?
PostGolgi yeast: 2.3; CYP2C19 act: 0.7; CYP2C19 inh: 32.1; E coli WT exp: -4.0; CYP2C9 inhib: 40.6; PTK2B oligo ant: -0.37; PLAP activator: 1.1; CYP2C9 activ: 0.6; EphB4 ephrin blk: 2.2

How did CCN=C1SC(CC(=O)Nc2ccc(C)cc2)C(=O)N1CC (stereo not drawn) do in these assays?
PostGolgi yeast: -6.1; CYP2C19 act: 0.6; CYP2C19 inh: 38.5; E coli WT exp: -4.0; CYP2C9 inhib: -8.7; PTK2B oligo ant: 1.12; PLAP activator: 1; CYP2C9 activ: 1.1; EphB4 ephrin blk: 3.4

What do the screens show for `CCN(CC)c1nc(C(N)=O)cc(-c2ccccc2)n1`?
PostGolgi yeast: 8.1; CYP2C19 act: 1; CYP2C19 inh: 2.4; E coli WT exp: 11.0; CYP2C9 inhib: 23.9; PTK2B oligo ant: -2.14; PLAP activator: 1.1; CYP2C9 activ: 0.8; EphB4 ephrin blk: -0.4

Results for COc1ccc(-n2c(Cc3cccn3C)nnc2SCC(=O)N2CCOCC2)cc1 ?
PostGolgi yeast: 6.3; CYP2C19 act: 1; CYP2C19 inh: -3.8; E coli WT exp: 1.0; CYP2C9 inhib: 2.8; PLAP activator: 1.2; CYP2C9 activ: 1

Results for c1cncc(-c2nn[nH]n2)c1 ?
PostGolgi yeast: -0.7; CYP2C19 act: 1; CYP2C19 inh: 1.4; E coli WT exp: -1.0; CYP2C9 inhib: 6.9; PTK2B oligo ant: 1.7; PLAP activator: 0.9; CYP2C9 activ: 0.9; EphB4 ephrin blk: -3.0

How did O=C(NCc1cccs1)NC1CCCCC1 do in these assays?
PostGolgi yeast: 12.1; CYP2C19 act: 0.9; CYP2C19 inh: 8.7; E coli WT exp: 5.0; CYP2C9 inhib: -44.7; PTK2B oligo ant: 1.1; PLAP activator: 0.9; CYP2C9 activ: 1.4; EphB4 ephrin blk: 9.1

How did CCCCOC(=O)Nc1ccc(N2CCCCC2)cc1 do in these assays?
PostGolgi yeast: 5.3; CYP2C19 act: 0.3; CYP2C19 inh: 69.8*; E coli WT exp: 10.0; CYP2C9 inhib: 52.4*; PTK2B oligo ant: -0.01; PLAP activator: 1; CYP2C9 activ: 0.5; EphB4 ephrin blk: -3.5
